# Screens as filed in PubChem BioAssay.
# SENP8 block-1: inhibitors of human SENP8 protease; 330,000 tested, 1.2% active; AID 2540; purified SENP8, Z-RLRGG-aminoluciferin cleavage, luminescence; inhibition, % at 10 µM; in the data active = inhibition above about 50%
# Target sequence (Q96LD8 whole entry, looked up): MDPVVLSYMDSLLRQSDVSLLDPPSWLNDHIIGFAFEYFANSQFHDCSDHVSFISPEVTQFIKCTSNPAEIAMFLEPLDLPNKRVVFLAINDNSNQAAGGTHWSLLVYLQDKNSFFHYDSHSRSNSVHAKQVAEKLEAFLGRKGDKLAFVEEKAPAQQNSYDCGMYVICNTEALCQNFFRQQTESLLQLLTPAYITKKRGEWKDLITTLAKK
# PfG6PD inh: PfG6PD (Plasmodium falciparum) enzyme inhibition; inhibition, % at 20 µM; AID 504690; PfGluPho enzyme, NADPH resazurin-diaphorase fluorescence; 350,000 tested, 0.78% active;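 active = inhibition reaching at least a set limit at 20 µM in the primary screen, cut at about 59% in these data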;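 also: 0% = DMSO wells with substrate and 100% = DMSO wells lacking glucose-6-phosphate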
# SENP8 block-2: blocks human SENP8 cleavage of Nedd8 substrate | recombinant SENP8, Nedd8 substrate fluorescence | Q96LD8 | inhibition, % at 20 µM | 360,000 tested, 0.64% active | AID 602440; in the data active = inhibition mostly above about 40%, no sharp cut-off; inactive = mostly below about 27%
# SENP1 FRET inh: SENP1 (human) catalytic domain inhibition. inhibition, % at 10 µM. Q9P0U3. recombinant SENP1 catalytic domain, CyPet-SUMO1-YPet FRET cleavage. 360,000 tested, 0.21% active;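 active = inhibition at least 30% at 10 µM, raw YFP signal under a set limit, fluorescence ratio 0.5 to 1.5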;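 also: 0% = enzyme with DMSO and 100% = no enzyme wells; some results filed as inactive read as strong as hits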
# Target sequence (Q9P0U3 419-644 limits assumed): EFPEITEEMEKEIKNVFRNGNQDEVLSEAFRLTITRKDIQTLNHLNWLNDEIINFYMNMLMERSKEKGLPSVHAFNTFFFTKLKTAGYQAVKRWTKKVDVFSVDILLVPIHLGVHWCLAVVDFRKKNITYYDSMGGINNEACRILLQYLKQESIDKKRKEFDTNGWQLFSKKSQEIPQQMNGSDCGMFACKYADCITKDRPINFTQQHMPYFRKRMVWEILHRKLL
#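 material = recombinant human SENP1 catalytic domain, His6-tagged | quantity = 20 pM enzyme | reagent = 25 nM SUMO1 FRET substrate | compound dosing = 10 µM single point, 0.5% DMSO | timing = 50 min enzyme reaction, room temperature, light-protected | detection = FRET, CFP and YFP emission | control set = no-enzyme low, enzyme-DMSO high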
# Apaf-1 inh: human Apaf-1 inhibition | O14727 | reconstituted apoptosome caspase-3 activity, DEVD-Rh110 fluorescence | inhibition, % at 20 µM | 330,000 tested, 0.71% active; active = inhibition of at least 40% at 20 µM;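 also: plate controls were DMSO wells for no effect and DEVD-CHO caspase inhibitor wells for full effect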
#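 Medium: Hepes buffer, pH 7.5 / System: biochemical Apaf-1 apoptosome reconstitution / Measured by: Rh110 fluorescence, excitation 480 nm, emission 540 nm / Times: compound with Apaf-1, dATP, procaspase-3 30 min, then 50 min reaction, room temperature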
# SENP7 block: SENP7 protease inhibition | Q9BQF6 | recombinant SENP7, Z-RLRGG-aminoluciferin luminescence, 40 min | inhibition, % at 5 µM | 330,000 tested, 1.5% active | AID 434973;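 active = inhibition above about 50% at the single test dose, limit read from the data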;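 also: plate controls were DMSO with enzyme for no effect and no enzyme buffer wells for full effect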
# SENP6 block: blocks the human protease SENP6. Q9GZR1. Recombinant SENP6 catalytic domain, aminoluciferin luminescence. inhibition, % at 10 µM. 330,000 tested, 1.8% active. AID 2599;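 active = inhibition above about 50% at the single tested dose, limit read from the data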;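 also: plate controls were DMSO wells with enzyme for no effect and DMSO wells lacking enzyme for full effect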
# Target sequence (Q9GZR1 628-1112 limits assumed): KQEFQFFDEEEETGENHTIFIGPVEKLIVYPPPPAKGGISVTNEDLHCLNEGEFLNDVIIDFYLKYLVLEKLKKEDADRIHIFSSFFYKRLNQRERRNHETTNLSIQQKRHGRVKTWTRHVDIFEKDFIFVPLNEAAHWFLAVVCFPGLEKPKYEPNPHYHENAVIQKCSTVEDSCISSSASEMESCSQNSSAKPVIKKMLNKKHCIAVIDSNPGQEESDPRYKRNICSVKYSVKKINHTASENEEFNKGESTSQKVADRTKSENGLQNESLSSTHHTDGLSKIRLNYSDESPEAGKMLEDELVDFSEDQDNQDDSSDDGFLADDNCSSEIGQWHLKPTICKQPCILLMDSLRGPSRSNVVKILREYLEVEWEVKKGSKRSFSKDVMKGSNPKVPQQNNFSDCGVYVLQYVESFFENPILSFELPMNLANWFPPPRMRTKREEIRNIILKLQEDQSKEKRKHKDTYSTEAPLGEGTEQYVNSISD
# HKDC1 inhibitor: inhibitors of human hexokinase HKDC1; Q2TB90; recombinant HKDC1, G6PDH/diaphorase resazurin coupled fluorescence; inhibition, % at 20 µM; 340,000 tested, 0.16% active;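 active = inhibition above about 35% when tested at 20 µM, limit read from the data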;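 also: plate controls were DMSO wells with enzyme for no effect and DMSO wells lacking enzyme for full effect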
#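 Assay system – recombinant HKDC1 (HK5) hexokinase enzyme, produced in-house · Input – HKDC1 at 5 µg/mL · Reagent – glucose plus 1 mM ATP as hexokinase substrates · Timing – 90 min reaction incubation at room temperature, dark · Measured by – G6PDH/diaphorase-coupled fluorescence, 1 mM NADP, 100 µM resazurin, 525/613 nm · Benchmarks – DMSO-enzyme wells negative, buffer-substituted wells positive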
# Numbers without * were called inactive; nt = not tested or not shown.
SMILES,SENP8 block-1,PfG6PD inh,SENP8 block-2,SENP1 FRET inh,Apaf-1 inh,SENP7 block,SENP6 block,HKDC1 inhibitor
COc1cc(NC(=O)CSc2nc3[nH]c(=O)cc(O)c3s2)cc(OC)c1OC,11,-4,20,-4,-7,2,2,2
Cc1ccc(C)c(Nc2c(F)c(F)c(F)c(F)c2C(=O)O)c1,3,13,8,2,9,4,2,-5
Cc1cc(C)cc(C(=O)Oc2cc(C)[nH]c(=O)c2[N+](=O)[O-])c1,3,20,12,1,-8,-2,12,-3
Nc1n[nH]c2c1C1(CCCCC1)Cc1ccccc1-2,-6,14,24,3,17,-1,-25,1
O=C(c1cccc(C(F)(F)F)c1)N1CCOc2ccccc21,-3,28,11,1,13,-1,-42,1
O=C(COC(=O)CCN1C(=O)c2ccccc2C1=O)Nc1ccc(S(=O)(=O)N2CCCC2)cc1,-3,-9,13,1,6,-2,-3,0
O=C(CCNC(=O)c1ccc(Br)o1)NCc1ccccn1,1,-12,-1,-7,-24,8,-4,-6
COc1ccc(S(=O)(=O)N2CCC(C(=O)Nc3cccc(C(C)=O)c3)CC2)cc1C,2,4,10,-1,-7,12,4,-7
O=C(N/N=C/c1ccc(N2CCOCC2)c([N+](=O)[O-])c1)c1ccc(F)cc1,-4,6,13,0,3,2,1,0
CC(C)(C)NCC(O)COc1ccccc1C(=O)CCc1ccccc1 (configuration not stated),3,-7,6,1,-24,4,-4,-1
COc1ccc(CNC(=O)CN2C(=O)COc3ccc(S(=O)(=O)N4CCCC4)cc32)cc1,12,31,16,1,-6,-3,9,-2
CCCCNC(=S)NNC(=O)c1csc2c1CCC(C)C2 (configuration not stated),6,-3,22,-1,-1,7,11,-6

# Complete entries, quoted from the list. Order of screens: SENP8 block-1 | PfG6PD inh | SENP8 block-2 | SENP1 FRET inh | Apaf-1 inh | SENP7 block | SENP6 block | HKDC1 inhibitor
# CCCCNC(=S)NNC(=O)c1csc2c1CCC(C)C2 (configuration not stated) as listed: 6 | -3 | 22 | -1 | -1 | 7 | 11 | -6
# Cc1ccc(C)c(Nc2c(F)c(F)c(F)c(F)c2C(=O)O)c1 as listed: 3 | 13 | 8 | 2 | 9 | 4 | 2 | -5
# O=C(COC(=O)CCN1C(=O)c2ccccc2C1=O)Nc1ccc(S(=O)(=O)N2CCCC2)cc1 as listed: -3 | -9 | 13 | 1 | 6 | -2 | -3 | 0
# Nc1n[nH]c2c1C1(CCCCC1)Cc1ccccc1-2 as listed: -6 | 14 | 24 | 3 | 17 | -1 | -25 | 1
# O=C(c1cccc(C(F)(F)F)c1)N1CCOc2ccccc21 as listed: -3 | 28 | 11 | 1 | 13 | -1 | -42 | 1

# (continued)
SMILES,SENP8 block-1,PfG6PD inh,SENP8 block-2,SENP1 FRET inh,Apaf-1 inh,SENP7 block,SENP6 block,HKDC1 inhibitor
O=C(NCCCN1CCOCC1)c1cn(-c2ccccc2)nc1-c1ccc(F)cc1,-4,3,15,2,-1,6,5,-12
C/C(=N\NC(=O)c1cc(Cl)ccc1O)c1ccc(Br)s1,74*,29,-168,-3,8,49,79*,-9
Cc1ccccc1C(=O)NC(NCC1CCCO1)C(Cl)(Cl)Cl (configuration not stated),-3,-6,15,3,-9,2,-6,-8
Cc1ccc(-c2c(C(=O)NC(C)C)oc(=O)c3ccccc23)cc1,-5,-19,4,2,-12,8,-7,6
Fc1ccc(CSc2nnc(-c3ccncc3)o2)cc1,1,0,11,-2,-1,1,-22,13
COc1cccc(NC(=S)N2CCC(NC(=O)C3CCCCC3)CC2)c1,2,17,16,5,-2,-2,15,-3
Cc1ccc(C(C(=O)NC2CCCC2)N(C(=O)Cc2cccs2)c2ccc(C)c(C)c2)o1 (configuration not stated),-10,-12,8,1,17,-1,-25,-1
CC(=O)c1cccc(Nc2c3c(nc4ccccc24)CCC3)c1,4,3,-59,1,2,-2,1,-1
CC(=O)NC1=NN(C(C)=O)C(C)(CS(=O)(=O)c2ccc(Cl)cc2)S1 (configuration not stated),3,-11,2,3,-2,10,13,-6
Nc1cc(=O)[nH]n1C1CCCCC1,4,7,0,1,1,3,-1,-13
CCOC(=O)C1C(C(=O)Nc2cccc(C(F)(F)F)c2)C1C(=O)NC(C)C (configuration not stated),7,5,1,-1,-1,-3,-5,6
CC(=O)c1ccc(S(=O)(=O)N(CC(=O)NC2CC2)Cc2ccc(F)cc2)cc1,8,-14,35,0,-6,-1,-7,1

# By substructure: the entries above with four or more nitrogen atoms
SMILES,SENP8 block-1,PfG6PD inh,SENP8 block-2,SENP1 FRET inh,Apaf-1 inh,SENP7 block,SENP6 block,HKDC1 inhibitor
O=C(N/N=C/c1ccc(N2CCOCC2)c([N+](=O)[O-])c1)c1ccc(F)cc1,-4,6,13,0,3,2,1,0
O=C(NCCCN1CCOCC1)c1cn(-c2ccccc2)nc1-c1ccc(F)cc1,-4,3,15,2,-1,6,5,-12

# Next section:
SMILES,SENP8 block-1,PfG6PD inh,SENP8 block-2,SENP1 FRET inh,Apaf-1 inh,SENP7 block,SENP6 block,HKDC1 inhibitor
CCOc1cccc(C(=O)Nc2ccc3oc(Cc4ccc(Cl)cc4)nc3c2)c1,-3,12,4,2,21,10,-8,-4
O=c1c2ccccc2nc(/C=C/c2cccnc2)n1Cc1ccccc1,nt,25,-8,-1,nt,nt,nt,81*
O=C(CCc1nnc(C2CCCCC2)o1)N1CCCCC1CCn1cccn1 (configuration not stated),4,1,10,-1,-7,0,-2,-8
C/C(=N\O)c1ccc(Cl)cc1Cl,2,-10,7,1,-6,-10,3,-11
Cc1nc2ccc(S(=O)(=O)Nc3ccc(-c4nc5cccnc5s4)cc3)cc2s1,4,-23,-417,-32,15,7,9,6
N#C/C(=N\Nc1ccccc1)C(N)=S,-5,-3,23,3,0,1,-7,-1
Cc1ccc(S(=O)(=O)N/N=C/c2c(F)cccc2Cl)cc1,0,-12,10,0,3,11,6,-1
O=C(NCCc1c[nH]c2ccccc12)C(=O)NCC1CCCO1 (configuration not stated),-7,-7,13,0,-9,-14,2,-10
N#CCSc1nnc(Cc2cccc3ccccc23)n1C1CCCCC1,-6,-28,22,-4,23,-10,-10,7
CN(CCc1ccccn1)Cc1ccc(Cl)c(Cl)c1,-4,-6,10,-1,3,1,-20,5
Cn1ncc([N+](=O)[O-])c1C(=O)N/N=C/c1ccc(F)cc1,-1,-9,16,-1,6,2,10,-3
CCn1cnnc1SCC(=O)c1c(N)n(C2CC2)c(=O)[nH]c1=O,-5,16,11,1,-1,1,-6,-8

# Reprinted from the part before: 2 entries; new compounds follow.
SMILES,SENP8 block-1,PfG6PD inh,SENP8 block-2,SENP1 FRET inh,Apaf-1 inh,SENP7 block,SENP6 block,HKDC1 inhibitor
Cn1ncc([N+](=O)[O-])c1C(=O)N/N=C/c1ccc(F)cc1,-1,-9,16,-1,6,2,10,-3
CCn1cnnc1SCC(=O)c1c(N)n(C2CC2)c(=O)[nH]c1=O,-5,16,11,1,-1,1,-6,-8
CC(=O)OC1CCC2(C)C(CCC3C2CC(=NO)C2(C)C(C(C)OC(C)=O)CCC32)C1 (configuration not stated),nt,18,-2,-1,nt,nt,nt,1
CC(=O)Nc1ccc(NC(=O)/C(Cl)=C/c2ccccc2)cc1,-1,11,16,1,-1,24,-6,-1
COc1ccccc1NC(=O)c1cc(S(=O)(=O)N2CCc3ccccc32)ccc1F,5,-8,10,1,2,4,3,3
CC(C)CCn1c(N2CCN(c3cccc(Cl)c3)CC2)nc2c1c(=O)[nH]c(=O)n2C,-5,4,34,1,19,-12,-18,2
CCS(=O)(=O)N1CCN(c2ccnc3cc(Cl)ccc23)CC1,7,3,-8,2,-14,3,-15,-2
CCOC(=O)C1=C(N)N2C(=O)C(C)SC2=C(C(=O)OC)C1c1cccc(OC)c1 (configuration not stated),0,-33,16,-2,2,3,2,0
Cc1ccc(OCn2c(=O)sc3ccccc32)cc1,-5,-15,11,-1,16,0,17,14
CCCn1c(N)c(N(CCOC)C(=O)c2cc3c(s2)CCC(CC)C3)c(=O)[nH]c1=O (configuration not stated),4,10,5,-3,4,-2,-8,3
Cc1cccc(NC(=S)NC(=O)c2cccs2)n1,-7,-7,9,0,-4,-5,-6,9
Cc1ccc(NC(=O)COC(=O)c2cccc3c2C(=O)c2ccccc2C3=O)c(C)c1,-2,5,34,2,18,-1,5,-5
O=C(O)c1ccc(C=NNC(=O)c2cccc3ccccc23)cc1,nt,12,1,-1,nt,nt,nt,-3
Cc1ccc(NC(=O)c2nc[nH]c2C(=O)N2CCCCC2)c(C(=O)c2ccccc2)c1,2,-11,24,-1,9,-1,-1,-3
COC(=O)c1nnn(CC(=O)NC(=O)Nc2ccc(F)cc2)c1C(=O)OC,4,-3,13,2,-2,1,11,-10
Cc1ccc(C(=O)C(OC(=O)CCC(=O)Nc2cccc(C)c2)c2ccccc2)cc1 (configuration not stated),-2,11,17,-1,-6,-1,0,-7
Cc1ccc(S(=O)(=O)NC(Cc2ccccc2)C(=O)O)cc1 (configuration not stated),-1,1,8,2,-2,-1,3,-7
COc1ccccc1S(=O)(=O)N1CCN(S(=O)(=O)c2ccccc2C#N)CC1,-3,-17,10,-2,3,-9,-17,1
Cc1cc(C)c(C)c(S(=O)(=O)Nc2ccc3cn[nH]c3c2)c1C,-7,92*,2,-3,23,3,-1,1
Cc1ccc(OCc2ccc(C(=O)Nc3c(C)nn(Cc4c(F)c(F)c(F)c(F)c4F)c3C)o2)c([N+](=O)[O-])c1,1,-7,5,0,13,1,-6,7
Cc1ccc(CS(=O)(=O)Cc2ccc(C(=O)NC3CC3)o2)cc1,-9,2,9,0,-3,-3,1,-2
CCOc1cc(C(=S)N2CCOCC2)ccc1OC,-9,13,10,1,-5,-12,3,-9
COc1ccc(OC)c(NC(=O)CC2C(=O)NCCN2C(=O)Nc2cccc(Cl)c2)c1 (configuration not stated),4,20,5,1,-1,10,-4,-13
COc1ccc([C@@H]2C[C@H]3CN(c4ccccc4)C(=O)[C@]34CCCN24)c(OC)c1OC,-1,-7,5,2,-16,13,-5,9
CCOc1ccccc1CNCCO,4,-7,27,1,-11,-1,-14,-8
O=C(NCc1ccccc1)c1onc(CSc2ccc(F)cc2)c1C(=O)NCCCN1CCOCC1,-12,11,13,5,4,7,-9,1

# Overlap with the part before: 2 entries; new compounds follow.
SMILES,SENP8 block-1,PfG6PD inh,SENP8 block-2,SENP1 FRET inh,Apaf-1 inh,SENP7 block,SENP6 block,HKDC1 inhibitor
CCOc1ccccc1CNCCO,4,-7,27,1,-11,-1,-14,-8
O=C(NCc1ccccc1)c1onc(CSc2ccc(F)cc2)c1C(=O)NCCCN1CCOCC1,-12,11,13,5,4,7,-9,1
CCOC(=O)C(Cc1ccccc1)NC(=O)CCc1nnc2ccc(N3CCCC3)nn12 (configuration not stated),-2,6,-16,3,-13,0,-8,-1
Cc1ccc(-c2cc(C(=O)Nc3ccc(S(=O)(=O)Nc4ncccn4)cc3)c3ccccc3n2)cc1,-12,-15,-8,1,18,-12,-20,2
O=C(O)C(c1ccccc1)C(O)C1CCCC1 (configuration not stated),nt,8,6,1,nt,nt,nt,-5
C/C(CC(=O)Nc1ccccn1)=N\NC(=O)C(=O)Nc1cccc(C)c1,-5,-15,7,-5,-9,0,8,-12
